# Bioassay records (PubChem BioAssay)
# tim23-1 inh: tim23-1 yeast growth inhibition. S. cerevisiae tim23-1 growth, BacTiter-Glo luminescence, 24 h. inhibition, % at 20 µM. actives 1.3% (n = 330,000). AID 463212;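 active means growth inhibition of the mutant yeast at or above 50%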;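 further: temperature-sensitive mutant grown at 25 °C; plate controls were DMSO-treated mutant yeast for no effect and medium wells lacking yeast for full effect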
# Jurkat NFkB inh: lowers PMA/ionomycin-induced NF-kB signal in Jurkat cells. PMA/ionomycin-induced NF-kB luciferase reporter, luminescence. inhibition, % at 4 µM. actives 0.53% (n = 330,000); in the data active means inhibition above about 50%
# CHOP UPR activ: activators of apoptotic arm of unfolded protein response (CHOP) | actives 0.34% (n = 330,000) | activation, % at 10 µM | CHO-CHOP luciferase reporter, UPR activation, luminescence; percent of tunicamycin response over DMSO baseline | AID 449763;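 active means at 10 µM dose, activation of 40% or more, normalized to positive control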;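 further: 100% = tunicamycin at 10 µg/mL and 0% = DMSO alone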
#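 assay system = CHO CHOP reporter cells | amount = 500 CHO-CHOP cells per well | buffer or medium = F12 with 10% FBS | incubation = 16-18 h cell attachment, then 6 h compound exposure, 37 °C | detection = luminescence read with Steady-Glo | read-out = percent activation relative to tunicamycin control | controls = tunicamycin high control, DMSO low control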
# 697 NFkB inh: inhibitors of the PMA/ionomycin-induced NF-kB reporter in 697 B cells; inhibition, % at 4 µM; actives 0.33% (n = 330,000); AID 435022; 697 B-cell NF-kB luciferase reporter, 16 h; in the data active means inhibition above about 35%
# Mdm2 MdmX PPI: human Mdm2/MdmX binding inhibition. O15151+Q00987. SaOS-2 split-luciferase Mdm2/MdmX complementation, luminescence. actives 3% (n = 330,000). inhibition, % at 8 µM;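 active means inhibition of at least 50% at 8 µM in the primary screen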
# Target sequence (O15151 whole entry, looked up): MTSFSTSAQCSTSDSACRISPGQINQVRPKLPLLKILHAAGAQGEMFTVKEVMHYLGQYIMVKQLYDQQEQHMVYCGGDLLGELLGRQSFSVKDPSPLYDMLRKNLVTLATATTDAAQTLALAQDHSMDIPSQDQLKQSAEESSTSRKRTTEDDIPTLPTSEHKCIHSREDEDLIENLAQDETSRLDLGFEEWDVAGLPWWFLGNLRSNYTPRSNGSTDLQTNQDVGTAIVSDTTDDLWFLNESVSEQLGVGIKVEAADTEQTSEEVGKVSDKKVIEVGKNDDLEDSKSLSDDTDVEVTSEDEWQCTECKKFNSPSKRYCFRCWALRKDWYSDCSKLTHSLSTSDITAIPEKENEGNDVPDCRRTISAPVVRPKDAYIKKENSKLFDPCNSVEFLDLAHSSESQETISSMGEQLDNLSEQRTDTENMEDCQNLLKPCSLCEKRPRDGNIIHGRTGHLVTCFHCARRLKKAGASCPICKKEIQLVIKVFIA
# Target sequence (Q00987 whole entry, looked up): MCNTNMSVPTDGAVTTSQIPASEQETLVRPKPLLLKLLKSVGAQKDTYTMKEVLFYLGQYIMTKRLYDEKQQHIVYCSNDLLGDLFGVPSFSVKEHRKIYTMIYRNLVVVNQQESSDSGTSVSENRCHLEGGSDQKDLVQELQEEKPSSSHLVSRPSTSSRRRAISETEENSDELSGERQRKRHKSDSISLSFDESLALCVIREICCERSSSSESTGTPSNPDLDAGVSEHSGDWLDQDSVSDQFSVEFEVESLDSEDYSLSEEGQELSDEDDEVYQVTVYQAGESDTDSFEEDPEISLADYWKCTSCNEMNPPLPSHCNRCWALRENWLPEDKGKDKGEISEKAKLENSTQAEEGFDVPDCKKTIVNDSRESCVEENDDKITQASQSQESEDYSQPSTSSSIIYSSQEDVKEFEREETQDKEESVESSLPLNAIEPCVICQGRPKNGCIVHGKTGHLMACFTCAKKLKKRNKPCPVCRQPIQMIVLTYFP
# APJ antagonist: APJ receptor antagonism. P35414. inhibition, % at 20 µM. CHO-K1 APJ beta-arrestin complementation, luminescence. actives 0.32% (n = 330,000). AID 2521;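 active means inhibition above about 40% at 20 µM, limit read from the data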;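 further: cells challenged with 10 nM apelin-13 agonist together with compound; plate controls were apelin-13 plus DMSO wells for no effect and DMSO wells lacking apelin-13 for full effect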
# APJ agonist: agonists of human APJ apelin receptor; P35414; CHO-K1 APJ PathHunter beta-arrestin, luminescence; 0% DMSO wells, 100% apelin; activation, % at 20 µM; actives 0.11% (n = 330,000);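 active means activation more than six SD over the plate average, tested at 20 µM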;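 further: 0% = DMSO alone and 100% = apelin-13 at 10 nM; some results filed as inactive read as strong as hits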
#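 Assay system: engineered CHO-K1 APJ arrestin reporter cells; Amount: 1000 CHO-K1 reporter cells seeded per well; Dosing: one dose, 20 µM compound, 1% DMSO; Times: compound stimulation 90 min at 25 °C, detection 60 min; Measured by: luminescent beta-gal fragment complementation, chemiluminescent substrate; Read-out: APJ–arrestin association signal; Controls: DMSO vs Apelin-13 10 nM.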
# UPR XBP1 act: adaptive UPR (XBP1) activation; activation, % at 20 µM; CHO-XBP1 luciferase reporter, IRE1-XBP1 UPR activation, luminescence; percent of tunicamycin response, DMSO as zero; actives 0.33% (n = 330,000);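 active means versus positive control, 20 µM dose yields 30% or more activation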;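 further: 100% = tunicamycin at 10 µg/mL and 0% = DMSO only wells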
#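 Material: CHO-XBP1 cells stably carrying IRE1-XBP1-driven luciferase reporter / Amount: 1000 cells per well / Compound: 20 µM, 1% DMSO / Times: 6 h treatment, 37 °C / Detection: luciferase luminescence / Measure: % activation of reporter signal versus tunicamycin and DMSO controls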
# * = called active by the depositor; nt = no result given. Not a hit list. About 5% of those tested had a hit in this group.
SMILES,tim23-1 inh,Jurkat NFkB inh,CHOP UPR activ,697 NFkB inh,Mdm2 MdmX PPI,APJ antagonist,APJ agonist,UPR XBP1 act
Cc1oc(-c2ccccc2Cl)nc1CS(=O)CC(=O)N1CCN(c2ccccc2)CC1 (stereo not given),20,5,0.8,17,-11,8,-5,-4
CCCCn1c(N)c(N(CC)C(=O)c2ccncc2)c(=O)[nH]c1=O,7,-13,-1.3,11,4,-8,0,-3
O=C(Nc1ccccc1)OCCOc1cccc(Br)c1,15,1,1.9,-3,18,9,-2,-4
COc1cc2c(C(=O)NCc3ccc4c(c3)OCO4)cn(CC(C)C)c(=O)c2cc1OC,-4,7,1.0,20,37,6,-1,1
CCCCN=C1CC(C)(C)CC(=O)/C1=C(/O)CCCN1C(=O)c2ccccc2C1=O,21,7,-0.6,14,9,3,1,-2
O=C(C1CCC1)N1CCN(S(=O)(=O)c2ccc([N+](=O)[O-])cc2)CC1,17,2,1.5,38*,-4,-35,2,-2
Cc1ccc(S(=O)(=O)CCC(=O)OCc2ccccc2F)cc1,33,9,0.0,15,15,17,0,0
Cc1ccc(S(=O)(=O)NCc2n[nH]c(=S)n2C)cc1,5,9,-2.4,7,0,6,-2,0
Cc1cc(C(F)(F)F)nc(-n2cc(-c3ccccc3)nn2)n1,4,-7,-1.7,7,6,2,-2,4
NC(=O)c1ccc(-n2nnnc2SCC(=O)c2ccc(O)c(O)c2)cc1,-4,-12,-1.4,2,24,3,-2,-3
COc1cc(/C=N/NC(=O)CCc2c(C)n[nH]c2C)ccc1O,-1,7,0.3,11,-17,-1,-3,-1
COc1cccc(NC(=O)C(C)SCc2ccccc2)c1 (stereo not given),16,-31,0.0,19,17,-11,0,2
CC1CCCCC1Nc1ncnc2sccc12 (stereo not given),30,12,1.3,-13,16,4,4,-1
CCOC(=O)c1ccc(NC(=O)CN2C(=O)CSCC2=O)cc1,17,2,2.5,3,-23,13,-2,1
COc1ccc(C2=NS(=O)(=O)N(C)C(C(=O)N3CCc4ccccc4C3)=C2)cc1OC,26,17,-2.4,-17,37,-5,-1,-3
COc1cc(SC)ccc1C(=O)N1CCN(c2ccccc2)CC1,19,3,-1.0,0,9,-32,-3,-2
O=C(CCNC(=O)c1ccccc1Cl)Nc1ccc(S(=O)(=O)Nc2nccs2)cc1,-2,9,0.6,0,24,5,-4,-2
O=C(c1cccc([N+](=O)[O-])c1)c1ccc2c(c1)C(=O)N(c1c[nH]c(=O)[nH]c1=O)C2=O,6,-10,-0.8,10,3,5,0,-4
O=C(c1cccs1)N1CCC(C(=O)N2CCN(Cc3ccc4c(c3)OCO4)CC2)CC1,24,-10,-1.5,-18,-10,-9,0,0
Cc1[nH]c2ccc(C(=O)OC(C)C(=O)NC3(C#N)CCCCC3)cc2c1C (stereo not given),19,15,0.6,-11,-2,-6,12,0
O=c1c(/C=N/OCc2ccc(Cl)cc2Cl)c[nH]n1-c1cccc(Cl)n1,18,-7,-0.6,1,13,0,-5,-1
CC(C)CSC1=NSC2=NC(=O)/C(=C\c3cccs3)C(=N)N12,9,-31,2.9,-55,-13,7,4,3
COc1ccc(NC(=O)c2cccc(N3C(=O)C4C5C=CC(C6CC56)C4C3=O)c2)cc1 (stereo not given),16,-4,3.4,-17,33,6,4,-5
O=C(Nc1ccc(Cl)cc1)NN1CC(=O)N(c2cccc(C(F)(F)F)c2)CC1=O,9,-2,4.7,-8,1,15,-4,5
COc1cc(C(=O)Nc2cc(Cl)ccc2-n2cncn2)ccc1OC(F)F,9,-2,0.6,1,18,8,14,-2
Cc1sc(NC(=O)Cn2c(=O)oc3ccccc32)nc1-c1ccc(Cl)cc1,-33,-4,0.1,12,35,3,-3,-3
O=C(NC(=S)NC12CC3CC(CC(C3)C1)C2)c1ccc(F)cc1,47,-77,3.5,-103,-27,-4,-5,1
CCCCn1nnc(NC(=O)COc2cc(C)ccc2C(C)C)n1,29,8,-0.1,4,-3,21,-1,-2
Cc1c(N(C)S(=O)(=O)c2cc(C(=O)Nc3ccccn3)ccc2Cl)c(=O)n(-c2ccccc2)n1C,14,3,-0.2,15,9,4,-3,-3
Cc1ccc(NC(=O)CSCC(=O)N(C)CC(=O)Nc2ccccc2C(F)(F)F)cc1,-9,11,-1.2,-2,18,-31,2,-4

# An excerpt from above in order of molar mass, ascending.
SMILES,tim23-1 inh,Jurkat NFkB inh,CHOP UPR activ,697 NFkB inh,Mdm2 MdmX PPI,APJ antagonist,APJ agonist,UPR XBP1 act
CCCCn1nnc(NC(=O)COc2cc(C)ccc2C(C)C)n1,29,8,-0.1,4,-3,21,-1,-2
COc1cc(C(=O)Nc2cc(Cl)ccc2-n2cncn2)ccc1OC(F)F,9,-2,0.6,1,18,8,14,-2
Cc1sc(NC(=O)Cn2c(=O)oc3ccccc32)nc1-c1ccc(Cl)cc1,-33,-4,0.1,12,35,3,-3,-3
O=C(Nc1ccc(Cl)cc1)NN1CC(=O)N(c2cccc(C(F)(F)F)c2)CC1=O,9,-2,4.7,-8,1,15,-4,5
Cc1ccc(NC(=O)CSCC(=O)N(C)CC(=O)Nc2ccccc2C(F)(F)F)cc1,-9,11,-1.2,-2,18,-31,2,-4

# Returning to the listing, starting 2 compounds before the break.
SMILES,tim23-1 inh,Jurkat NFkB inh,CHOP UPR activ,697 NFkB inh,Mdm2 MdmX PPI,APJ antagonist,APJ agonist,UPR XBP1 act
Cc1c(N(C)S(=O)(=O)c2cc(C(=O)Nc3ccccn3)ccc2Cl)c(=O)n(-c2ccccc2)n1C,14,3,-0.2,15,9,4,-3,-3
Cc1ccc(NC(=O)CSCC(=O)N(C)CC(=O)Nc2ccccc2C(F)(F)F)cc1,-9,11,-1.2,-2,18,-31,2,-4
COC(=O)c1ccc(CSC2=NC[C@@H]3[C@@H]4C(=O)N(Cc5ccccc5)C(=O)[C@@H]4[C@](C)(C(=O)OC)N23)cc1,45,nt,1.5,-11,17,nt,nt,3
CCN1C(=O)C(CC(=O)NC2CCCCC2)N(CC)C1=O (stereo not given),3,4,1.4,13,-5,9,1,-1
COc1ccc(-c2cn[nH]c2-c2ccc(OC)cc2)cc1,48,23,2.2,-9,64*,0,-3,-1
Cc1ccccc1NC(=O)C(C)N1C(=O)c2ccccc2C1=O (stereo not given),-2,-2,0.9,3,1,-3,0,-3
O=C(CSc1nc2ccccc2s1)Nc1ccc(Cl)c(S(=O)(=O)N2CCOCC2)c1,23,-6,-0.7,-37,20,-1,-2,0
c1ccc(CN2CCN(c3ncnc4c3[nH]c3ccccc34)CC2)cc1,15,22,-0.9,-25,32,-16,10,-2
CC(C)(C)C(=O)NC(=S)Nc1ccccc1N1CCCC1,6,8,3.6,-6,28,19,-3,-1
Cc1cccc(NC(=O)NCCc2c[nH]c3ccccc23)c1,2,-25,3.4,-93,12,-7,-2,2
O=C(NCc1cccnc1)c1cccc(S(=O)(=O)NCc2ccccc2)c1,-11,14,-0.3,11,7,8,-2,-3
O=C(O)C1CC(O)CN1C(=S)Nc1ccccc1 (stereo not given),-13,6,-0.8,13,6,25,-3,-2
CCN(c1ccc(OC)cc1)S(=O)(=O)c1nnc(NC(=O)COc2ccccc2)s1,4,3,0.2,13,-25,-20,8,-3
COC(=O)c1ccccc1NC(=O)c1cnn2c(C(F)F)cc(C3CC3)nc12,45,11,-0.5,-4,24,24,-2,4
CCN(Cc1ccccc1)S(=O)(=O)c1ccc(C(=O)N(CCCN(C)C)c2nc3cc(OC)ccc3s2)cc1,-5,-20,4.8,-16,50*,11,1,4
CC(C)C1NC2(C(=O)c3ccccc3C2=O)C2C(=O)N(c3ccc(F)cc3)C(=O)C12 (stereo not given),21,0,0.4,-21,3,7,-1,-2
Cc1cc(C)cc(C(=O)N[C@@H](C)C(=O)N2CCC3(CC2)NCCc2[nH]cnc23)c1,-29,5,0.3,-5,12,4,2,-5
COc1ccc(NC(=O)N2CCCC2C(=O)NC2CCCC2)cc1 (stereo not given),11,-2,-0.4,25,3,-8,-2,-3
Cn1c(=O)oc2cc(S(=O)(=O)NCCC(=O)N3CC=C(c4ccccc4)CC3)ccc21,5,12,1.0,23,2,-6,-2,0
COc1ccc2c(ccc[n+]2CC(=O)c2ccccc2)c1,-6,-14,-1.6,-8,4,10,-1,-1
Cc1cc(C)cc(N(CC(=O)NC2CCCC2)C(=O)c2csnn2)c1,23,-2,-0.2,-6,10,-6,-2,-3
CCOC(=O)c1ccc(N=Cc2nc(-c3ccccc3)oc2OC(C)=O)cc1,58*,-8,1.2,6,16,17,-4,5
O=C(CCc1c[nH]c2ccccc12)NCc1ccncc1,11,2,1.5,1,10,7,2,2
Cc1c(S(=O)(=O)N2CCN(c3cccc(Cl)c3)CC2)c(=O)n(C)c(=O)n1C,12,14,0.6,4,15,8,0,-1
O=S(=O)(Nc1ccc(N2CCCCC2)cc1)c1ccc(F)cc1F,10,-15,-2.9,-16,5,-8,-3,-4
COc1ccc(-c2nnc(-c3ccc(N(C)C)cc3)o2)cc1,-12,-67,2.5,-77,-50,3,-6,2
Cn1ncc(Cl)c1C(=O)N1CCCc2ccccc21,22,-15,0.6,-41,-9,9,6,-2
CCN(CC)S(=O)(=O)c1ccc(N2CCCCC2)c(NC(=O)/C=C/c2cc(OC)c(OC)c(OC)c2)c1,4,2,1.9,2,12,9,0,0
COc1ccc(-c2cc(C(=O)N3CCCCCC3)c3ccccc3n2)c(OC)c1,54*,9,2.8,-2,13,-14,10,-7
Cc1nc(N2CCCCC2)c2c(C)c(C(=O)Nc3cccc(C(F)(F)F)c3)sc2n1,14,-15,-2.1,-11,30,-1,4,-3
COc1ccc2cc(CN(Cc3cccnc3)S(=O)(=O)c3ccccc3)c(=O)[nH]c2c1,30,-5,-0.2,3,-34,17,1,-1
CC(=O)c1ccc(NC(=O)CSc2nc(=O)cc(N)n2-c2ccccc2)cc1,1,-36,4.0,-31,-23,3,-4,2
CC(C)C(NC(=O)OCc1ccccc1)C(=O)OCC(=O)NCc1ccco1 (stereo not given),-1,-3,-1.9,11,30,15,-2,-2
COc1ccc(N2C(=O)Cc3ccccc3C2=O)cc1,26,12,1.2,11,-1,11,-4,-4
COc1ccc(Cn2nnnc2C(c2ccc(N(C)C)cc2)N2CCC(C(N)=O)CC2)cc1 (stereo not given),18,-4,-1.4,5,12,-5,2,-3
Cc1ccc(S(=O)(=O)N/N=C/c2ccc(OS(=O)(=O)c3ccc(C)c([N+](=O)[O-])c3)cc2)cc1,9,-13,2.6,2,14,4,-4,-1
CC(C)C(NC(=O)COc1ccccc1)C(=O)O (stereo not given),0,9,0.7,16,0,1,-2,0
COc1ccc(/C=N/n2c(-c3n[nH]c4c3CCC4)n[nH]c2=S)cc1OC,11,3,1.9,9,-11,6,-2,6
O=C(Nc1ccc2c(c1)N(Cc1ccccc1)C(=O)c1ccccc1S2)NC1CC1,35,0,-0.5,16,15,13,6,-2
Cc1ccc(C(=O)NCC(=O)OCC(=O)NC2CCCCCCC2)cc1,24,4,2.5,11,0,2,5,-2
CS(=O)(=O)N1CCN(C/C=C/c2ccccc2)CC1,32,-8,0.1,-25,21,6,3,0
O=C(CSc1nc2ccsc2c(=O)n1Cc1ccccc1)NCC1CCCO1 (stereo not given),12,-5,2.8,22,7,15,-1,0
COCCN1C(=O)N[C@@H](CCc2ccccc2)[C@H](C(C)=O)[C@H]1C,6,9,1.8,-3,-7,17,6,1
